High-throughput results (PubChem)
MC4R antag cAMP = human MC4R antagonism in cAMP assay; P32245; MC4R-expressing cells, MTII-stimulated cAMP, LANCE TR-FRET; inhibition, % at 6.5 µM; 360,000 tested, 0.48% active; AID 540295;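 active = inhibition above its plate's cutoff, the mean of tested wells on that plate plus 3 SD, cut at about 29% in these data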;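 also: 0% = Melanotan II alone and 100% = Melanotan II plus saturating MCL0020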
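Material – human MC4R-expressing U2OS cells · Repeats – no replicates · Detection – TR-FRET with Eu-cAMP and labeled anti-cAMP, 671 nm · Times – compound 30 min, challenge 1 h, detection 1 h · Compound – single nominal compound dose of 6.5 µM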
TLR9-MyD88 inh = TLR9-MyD88 interaction inhibition; inhibition, % at 4.98 µM; 340,000 tested, 0.21% active; Q9NR96+Q99836; CHO BLA complementation TLR9-MyD88, CCF4 FRET ratio;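 active = inhibition above the mean over all tested compounds plus 3 SD, cut at about 21% in these data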;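 also: 0% = DMSO only wells and 100% = clavulanate BLA inhibitor control wells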
NR5A2 inv ag = inverse agonists of human LRH-1 (NR5A2); 360,000 tested, 0.13% active; O00482; HEK293T StAR-luciferase reporter, LRH-1 transfected, 24 h; inhibition, % at 3.6 µM;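 active = inhibition above the mean inhibition of all tested compounds plus 3 SD, cut at about 73% in these data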;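 also: 0% = DMSO wells and 100% = reporter-only cells lacking LRH-1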
Target sequence (O00482 whole entry, looked up): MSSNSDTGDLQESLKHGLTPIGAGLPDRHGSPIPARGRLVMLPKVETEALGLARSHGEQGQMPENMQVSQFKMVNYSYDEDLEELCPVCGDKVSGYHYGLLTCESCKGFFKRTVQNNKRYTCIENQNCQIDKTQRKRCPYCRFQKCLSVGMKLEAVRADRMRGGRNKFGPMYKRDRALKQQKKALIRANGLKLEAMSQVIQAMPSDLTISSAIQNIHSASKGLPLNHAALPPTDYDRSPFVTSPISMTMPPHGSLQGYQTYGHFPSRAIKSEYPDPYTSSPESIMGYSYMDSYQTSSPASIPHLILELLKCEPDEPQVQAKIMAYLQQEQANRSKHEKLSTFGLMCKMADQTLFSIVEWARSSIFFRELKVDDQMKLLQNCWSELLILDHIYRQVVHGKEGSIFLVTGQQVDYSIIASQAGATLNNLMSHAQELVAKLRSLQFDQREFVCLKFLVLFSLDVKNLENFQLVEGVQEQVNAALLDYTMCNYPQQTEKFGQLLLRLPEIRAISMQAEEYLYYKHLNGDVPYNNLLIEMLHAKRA
MC4R ag barr = activates human MC4R beta-arrestin recruitment; 360,000 tested, 0.98% active; U2OS MC4R beta-arrestin complementation, luminescence; percent of melanotan II response, DMSO zero; P32245; AID 540308; activation, % at 8.9 µM;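 active = activation above a per-plate cutoff, the mean activation of sample wells on that plate plus 3 SD, cut at about 8% in these data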
ABHD5 PLIN5 PPI = inhibitors of human ABHD5-perilipin-5 interaction | 360,000 tested, 0.78% active | inhibition, % at 4 µM | Split G. princeps luciferase complementation, luminescence, 4 h;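 active = inhibition above the mean inhibition across every tested compound plus 3 SD, cut at about 22% in these data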;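 also: 0% = DMSO only wells and the 100% control is not disclosed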
EBV LMP1 NFkB = reduces LMP1-driven NF-kappaB luciferase signal; LMP1-induced NF-kappaB luciferase reporter cells, luminescence; inhibition, % at 12.5 µM; 350,000 tested, 0.69% active; AID 504558; in the data active = inhibition above about 41%;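 also: 0% = neutral control wells and 100% = reference inhibitor control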
SRC3 inh = human NCOA3 inhibition; Q9Y6Q9; HEK293 GAL4-SRC3 luciferase reporter, luminescence; inhibition, % at 3.6 µM; 360,000 tested, 0.17% active; AID 588352;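 active = inhibition above a per-campaign cutoff, the mean of all compounds plus 3 SD, cut at about 60% in these data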;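 also: 0% = DMSO-treated cells and 100% = gossypol-treated cells at 36 µM; higher means less SRC3-driven luciferase light from the GAL4 reporter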
SRC1 inh = human NCOA1 inhibition. HEK293 GAL4-SRC1 luciferase reporter, luminescence. inhibition, % at 3.6 µM. Q15788. 360,000 tested, 0.12% active;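 active = inhibition above the campaign mean plus 3 SD, with each screening campaign given its own cutoff, cut at about 60% in these data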;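 also: 0% = DMSO treated cells and 100% = gossypol at 36 µM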
COUP-TFII inh = inhibitors of human COUP-TFII (NR2F2) | P24468 | HEK293T NGFI-A luciferase reporter, luminescence | inhibition, % at 8.6 µM | 370,000 tested, 0.7% active | AID 686940;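 active = inhibition above a per-plate cutoff, mean inhibition of test wells between control levels plus 3 SD, cut at about 38% in these data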;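 also: cells cotransfected with COUP-TFII expression vector driving the NGFI-A reporter; 0% = median of COUP-TF2 test wells and 100% = reporter-only cells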
Target sequence (P24468 whole entry, looked up): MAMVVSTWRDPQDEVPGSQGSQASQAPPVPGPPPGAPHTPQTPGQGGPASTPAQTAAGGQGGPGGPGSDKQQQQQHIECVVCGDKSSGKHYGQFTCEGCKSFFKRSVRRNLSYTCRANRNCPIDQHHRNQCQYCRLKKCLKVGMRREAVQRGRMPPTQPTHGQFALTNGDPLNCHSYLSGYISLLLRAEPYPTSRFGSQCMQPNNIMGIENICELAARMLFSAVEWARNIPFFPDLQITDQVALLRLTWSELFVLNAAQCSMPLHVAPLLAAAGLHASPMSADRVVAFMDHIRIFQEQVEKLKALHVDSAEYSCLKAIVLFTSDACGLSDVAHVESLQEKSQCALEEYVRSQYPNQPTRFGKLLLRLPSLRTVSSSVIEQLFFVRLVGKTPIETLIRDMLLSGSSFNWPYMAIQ
NOD2 RIPK2 PPI = NOD2-RIPK2 protein interaction inhibition. CHO BLA complementation NOD2-RIPK2, CCF4 ratio. inhibition, % at 4.98 µM. 360,000 tested, 0.38% active. AID 624267; in the data active = inhibition above about 21%;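 also: 0% = vehicle only and 100% = reference blocker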
NCOA2 inhibitor = human SRC2 (NCOA2) inhibition; AID 651957; 370,000 tested, 0.17% active; HEK293 GAL4-SRC2 luciferase reporter, luminescence; inhibition, % at 9 µM; Q15596;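 active = inhibition above the mean inhibition of all tested compounds plus 3 SD, set per campaign, cut at about 52% in these data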;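 also: 0% = DMSO treated cells and 100% = cells given Gossypol at 36 µM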
The depositor's hits bear a star; x = not tested or not shown.

SMILES	MC4R antag cAMP	TLR9-MyD88 inh	NR5A2 inv ag	MC4R ag barr	ABHD5 PLIN5 PPI	EBV LMP1 NFkB	SRC3 inh	SRC1 inh	COUP-TFII inh	NOD2 RIPK2 PPI	NCOA2 inhibitor
O=C(CCc1ccccc1)Nc1cccc(S(=O)(=O)N2CCOCC2)c1	2	-3	-23	-0.4	2	3	-10	5	-12	-18	3
CCN(CC)c1ccc(/C=N/NC(=O)CC(C)C)cc1	-6	-5	14	0.1	-3	-7	-32	-15	-5	2	11
C=C(C)CNC(=S)N/N=C\c1ccc2c(c1)OCO2	6	7	-20	-0.5	5	-2	-16	-2	-11	1	-6
CN1CCN(S(=O)(=O)c2cccc(C(=O)NCc3ccccc3Cl)c2)CC1	-1	0	-2	-1.5	-2	-6	-1	8	19	-2	15
Cc1cccc(NC(=O)CSc2nnc(-c3ccco3)o2)c1	0	1	-2	-0.8	-4	2	-1	-4	x	-4	x
C/C(=C1/SC(N2CCOCC2)=NC1=O)c1ccc(Cl)cc1	16	0	-20	-0.2	-3	-11	12	6	-12	0	-25
CC(=O)Nc1cccc(Oc2ccc([N+](=O)[O-])cc2Cl)c1	8	4	9	2.7	11	10	12	-4	-3	-5	-2
Cc1nc2c3ccccc3[nH]c(=O)n2n1	-3	7	6	-0.3	0	19	1	0	14	-11	-12
CC(C)(C)/C=N/NC(=O)C1CC1	-1	x	-16	1.3	3	1	-1	-11	4	-13	5
COc1ccccc1-c1csc(C(C)(O)c2ccccc2)n1 (stereo not given)	16	x	-2	1.8	-1	x	-15	-8	3	3	7
CCOC(=O)C1=C(c2ccccc2)OC(N)=C(C#N)C1c1cccs1 (stereo not given)	5	0	5	-1.8	-2	-3	5	4	-1	-3	-3
O=C(NCCn1cccn1)C1CCC(=O)N(CCc2ccc(Cl)cc2)C1 (stereo not given)	-2	1	7	-0.5	0	2	2	-3	-17	-9	-1
O=C(Cc1ccccc1)N1CCC(c2ccccc2)C1 (stereo not given)	-1	-3	-20	-3.2	3	-4	-20	-28	2	-2	-38
Cc1ccc(CN(C#N)c2nc(C)cc(C)n2)cc1	2	-6	-11	-2.1	-1	6	-14	-7	-3	0	-6
Cn1c(-c2cccc([N+](=O)[O-])c2)cnc1NCc1cccc(F)c1	13	-2	-2	0.0	-3	2	6	4	8	-1	-47
CN(CC(=O)Nc1ccccc1Cl)C(=O)c1ccc(-c2cccc(C(F)(F)F)c2)o1	-2	-5	-19	-1.9	-8	-7	2	-3	-7	4	-7
C/C(=N\Nc1ncnc2sc(C)c(C)c12)c1ccccn1	-1	-10	-3	0.2	-2	84*	81*	49	12	-7	39
COc1ccc(CNC(=O)COc2ccc(S(=O)(=O)N3CCCCC3)cc2Cl)cc1	4	2	-8	2.1	-1	2	3	19	-9	-3	-33
CCOC(=O)c1c[nH]c(=S)n(-c2ccccc2)c1=O	2	-5	8	0.1	0	-3	-7	-9	-10	-13	2
Cc1ccc2cc3c(NC(=O)c4cccnc4)nn(C)c3nc2c1	-9	10	-2	-2.1	1	-9	8	-8	-9	0	-5
O=C(COc1cccc(C(F)(F)F)c1)N1CCN(c2ccc(O)cc2)CC1	17	3	5	-0.7	3	-20	20	2	14	11	12
COc1ccccc1NC(=O)C1CCN(S(=O)(=O)c2ccc3c(c2)CC(C)N3C(C)=O)CC1 (stereo not given)	2	-17	13	-2.3	-10	-5	6	20	-14	-15	-8
Cc1ccc(S(=O)(=O)Nc2ccc(N3CCN(C)CC3)nc2)cc1	2	-15	2	-0.7	1	-14	-20	-12	-29	-17	3
NC(Cc1ccc(Cl)cc1)c1csc(NC(=O)NCC2CCCCC2)n1 (stereo not given)	8	x	-8	8.5*	2	x	12	-4	81*	2	60*
C[C@H]1CN([C@@H](C)CO)C(=O)CCCn2nncc2CO[C@@H]1CN(C)Cc1ccc(Cl)c(Cl)c1	10	1	17	0.7	0	5	-4	15	-13	-1	9

Additional structures.
SMILES	MC4R antag cAMP	TLR9-MyD88 inh	NR5A2 inv ag	MC4R ag barr	ABHD5 PLIN5 PPI	EBV LMP1 NFkB	SRC3 inh	SRC1 inh	COUP-TFII inh	NOD2 RIPK2 PPI	NCOA2 inhibitor
CCCCNC(=O)c1onc(CSc2ccccc2)c1C(=O)O	0	-2	-28	-0.2	1	2	5	-9	4	-5	21
N#CC1=C(SCC(=O)c2ccc(Br)cc2)NC2=C(C(=O)CCC2)C1c1ccco1 (stereo not given)	-3	12	7	-1.9	11	3	-9	-22	-3	9	-29
Nn1c(SCC(=O)Nc2nccs2)nnc1C1CC1	0	-8	3	-1.0	-6	8	9	14	18	-6	-14
Cn1c(CC(=O)Nc2ccc(Cl)c(Cl)c2)n[nH]c1=S	-1	6	1	-1.5	1	-10	5	-13	2	-4	-14
COc1ccc(C(C)(O)c2nc(-c3ccc4c(c3)OCO4)cs2)cc1 (stereo not given)	3	x	-11	1.2	-5	x	0	2	-4	-6	-32
CCc1ccc(-n2c(SCc3cc(=O)n4cc(Br)ccc4n3)nc3[nH]ncc3c2=O)cc1	-24	-4	7	1.5	7	13	-1	-14	-4	3	-16
CNC(=S)N(CCc1c(C)[nH]c2ccc(Cl)cc12)Cc1cc(OC)c(OC)c(OC)c1	20	2	13	-0.4	2	-10	-9	-4	5	-1	-30
CC12CCC(c3c(C(=O)N4CCOCC4)nn(-c4ccccc4)c31)C2(C)C (stereo not given)	5	-9	-12	-2.4	-4	1	4	4	-9	2	-12
O=c1nccc(Nc2ccccc2)[nH]1	11	2	-6	0.7	4	-2	0	9	1	0	-1
NNC(=O)c1cc2cc(OC(F)(F)F)ccc2[nH]1	-11	-18	14	0.8	9	2	19	10	-1	6	-2
CN(C)CCCNC1=CC(=O)OC12CCCCC2	4	5	-16	-1.2	1	1	14	15	1	5	-5
O=C(COC(=O)c1cc(=O)[nH]c(=O)[nH]1)NCc1ccccc1	8	-5	7	0.5	0	6	18	-4	12	2	-3
Cc1ccn2c(NC3CCCCC3)c(C(C)C)nc2c1	11	-1	1	-2.4	2	3	11	-11	7	-9	-10
O=C(CN(C(=O)CNC(=O)c1cccs1)c1ccc(F)cc1)NC1CCCCC1	-5	-1	8	-0.6	0	-5	-9	-12	-6	-4	-6
CCOC(=O)[C@]12CCC=C1N(Cc1ccco1)C(=O)[C@H](CC(=O)N1CCCC1)C2	x	x	-3	x	-10	x	x	x	3	10	-4
CC(C)OCCCNC(=S)NNC(=O)C(c1ccccc1)c1ccccc1	16	-7	6	-3.9	-7	4	1	-65	-8	3	11
COC(=O)c1[nH]c2ccc(C)cc2c1NC(=O)CN1CCc2cc(OC)c(OC)cc2C1	2	-6	-5	-1.0	4	9	8	7	0	-11	-4
Cc1ccccc1-n1ccnc1SCC(=O)NCC1CCCO1 (stereo not given)	5	-7	3	-2.1	4	-5	6	-1	-23	-9	0
CC1=NN(c2nc(-c3ccccc3)cs2)C(=O)C1N=Nc1ccccc1 (stereo not given)	-3	-9	-8	-3.5	-8	6	24	-6	10	6	-44
Cc1ccc(-c2noc(CCC(=O)NCCN3CCN(Cc4ccccc4)CC3)n2)cc1	-14	5	-4	1.2	9	8	26	8	13	-20	42
COCCn1ccc2c(OCC(=O)Nc3cccc(NC(C)=O)c3)cccc2c1=O	4	4	7	-0.4	-4	-2	2	-7	0	5	10
Cc1ccc(Nc2nc3ccccc3n3cnnc23)c(Cl)c1	1	-1	-7	-1.6	3	8	16	-5	-8	-15	-5
CCn1nc(NC(=O)Cc2ccc(OC)cc2)c2cc3cc(C)ccc3nc21	7	-7	4	0.0	-2	1	-18	-8	9	-3	-38
CC(C)c1ccc(O)c(C(=O)c2cnn(-c3ccccc3)c2)c1	2	8	-1	0.4	1	-12	2	15	10	-6	15
Cc1ccc(OCC(=O)Nc2ccc(S(=O)(=O)N3CCOCC3)cc2)c([N+](=O)[O-])n1	-2	11	11	0.2	-1	-5	15	-47	0	-1	-5
CCN(CC)CCCNC(=O)CNC(=S)N(CCCN1CCOCC1)Cc1cccs1	12	-6	-17	-1.3	-2	-3	7	-5	-12	-12	18

One compound at a time, from the list above. Order of screens: MC4R antag cAMP | TLR9-MyD88 inh | NR5A2 inv ag | MC4R ag barr | ABHD5 PLIN5 PPI | EBV LMP1 NFkB | SRC3 inh | SRC1 inh | COUP-TFII inh | NOD2 RIPK2 PPI | NCOA2 inhibitor
O=c1nccc(Nc2ccccc2)[nH]1 is listed as 11 | 2 | -6 | 0.7 | 4 | -2 | 0 | 9 | 1 | 0 | -1
COC(=O)c1[nH]c2ccc(C)cc2c1NC(=O)CN1CCc2cc(OC)c(OC)cc2C1 is listed as 2 | -6 | -5 | -1.0 | 4 | 9 | 8 | 7 | 0 | -11 | -4
N#CC1=C(SCC(=O)c2ccc(Br)cc2)NC2=C(C(=O)CCC2)C1c1ccco1 (stereo not given) is listed as -3 | 12 | 7 | -1.9 | 11 | 3 | -9 | -22 | -3 | 9 | -29
Cc1ccc(Nc2nc3ccccc3n3cnnc23)c(Cl)c1 is listed as 1 | -1 | -7 | -1.6 | 3 | 8 | 16 | -5 | -8 | -15 | -5

For reference, some entries already given.
SMILES	MC4R antag cAMP	TLR9-MyD88 inh	NR5A2 inv ag	MC4R ag barr	ABHD5 PLIN5 PPI	EBV LMP1 NFkB	SRC3 inh	SRC1 inh	COUP-TFII inh	NOD2 RIPK2 PPI	NCOA2 inhibitor
CN(C)CCCNC1=CC(=O)OC12CCCCC2	4	5	-16	-1.2	1	1	14	15	1	5	-5
O=C(COC(=O)c1cc(=O)[nH]c(=O)[nH]1)NCc1ccccc1	8	-5	7	0.5	0	6	18	-4	12	2	-3

Limited to COUP-TFII inh and NOD2 RIPK2 PPI (7 entries from above):
| compound | COUP-TFII inh | NOD2 RIPK2 PPI |
| --- | --- | --- |
| Cc1ccc(-c2noc(CCC(=O)NCCN3CCN(Cc4ccccc4)CC3)n2)cc1 | 13 | -20 |
| COCCn1ccc2c(OCC(=O)Nc3cccc(NC(C)=O)c3)cccc2c1=O | 0 | 5 |
| Cc1ccc(Nc2nc3ccccc3n3cnnc23)c(Cl)c1 | -8 | -15 |
| CCn1nc(NC(=O)Cc2ccc(OC)cc2)c2cc3cc(C)ccc3nc21 | 9 | -3 |
| CC(C)c1ccc(O)c(C(=O)c2cnn(-c3ccccc3)c2)c1 | 10 | -6 |
| Cc1ccc(OCC(=O)Nc2ccc(S(=O)(=O)N3CCOCC3)cc2)c([N+](=O)[O-])n1 | 0 | -1 |
| CCN(CC)CCCNC(=O)CNC(=S)N(CCCN1CCOCC1)Cc1cccs1 | -12 | -12 |

These rows are one share of the data; the hit share may differ from the screen's.
